Screens deposited in PubChem by NCI.
NCI-60 one-dose screen, 48 h, at 10 µM unless noted. Numbers give growth in % (100 = growth as untreated, 0 = no growth, -100 = all killed).
CAKI-1: CAKI-1 renal cancer. 75,000 tested, 4.7% active
A498: A498 renal cancer cells | AID 1794774 | 76,000 tested, 5.4% active
RXF 393: RXF 393 renal cancer cells; 77,000 tested, 6.9% active; AID 1794773
ACHN: ACHN renal cancer; 81,000 tested, 4.9% active; AID 1794771
SN12C: SN12C renal cancer cells; 81,000 tested, 3.8% active; AID 1794767
UO-31: UO-31 renal cancer; 81,000 tested, 5.2% active; AID 1794768
786-0: 786-0 renal cancer cells | 81,000 tested, 5.1% active
TK-10: TK-10 renal cancer cells; 81,000 tested, 3.9% active
Numbers without * were called inactive; / = no result given; & = joins results of further samples. The calls were made as follows: active = growth percent below 10; inactive = the rest. The list is partial. The share of hits here may be higher or lower than overall.

A first look:
1. CN(C)CCCN1c2ccccc2Sc2ccccc21
2. CN1CCC(COc2cnc(-c3cccc(Cn4nc(-c5cccc(C#N)c5)ccc4=O)c3)nc2)CC1
3. CC1(O)CC(c2nc(-c3ccc4ccc(-c5ccccc5)nc4c3)c3c(N)nccn23)C1 (centres undefined)
4. O=C(/C=C/c1ccc(Cl)nc1)c1ccc(Cl)c(Cl)c1
5. O=C1NCC2(CCN(CCc3ccccc3)CC2)O1
6. CNC(=O)c1cccc2cc(Oc3ccnc4cc(OCC5(N)CC5)c(OC)cc34)ccc12
7. CC1=C(C(=O)O)N2C(=O)[C@@H](NC(=O)[C@H](N)c3ccc(O)cc3)[C@H]2SC1

screen / no.	1	2	3	4	5	6	7
CAKI-1	98&88	79	10	79	87	38	97
ACHN	72&82	74	32	100	/	31	106
TK-10	108&97	102	43	92	101	64	/
SN12C	90&92	82	42	95	90	53	95
786-0	87&81	62	44	85	104	77	121
UO-31	71	78	6.6*	87	80	38	92
RXF 393	76	88	2.7*	107	117	40	112
A498	102&113	95	-3.8*	84	99	57	145

8. Cn1cc(-c2nnc(-c3cn(C)c4ncccc34)s2)c2cc(Br)ccc21
9. CC(=O)NCCCCCC(=O)O
10. Cc1onc(-c2ccccc2Cl)c1C(=O)N[C@@H]1C(=O)N2[C@@H]1SC(C)(C)[C@@H]2C(=O)O

screen / no.	8	9	10
CAKI-1	92	96	97
ACHN	93	/	104
TK-10	141	118	/
SN12C	91	113	103
786-0	100	102	99
UO-31	81	87	80
RXF 393	113	95	115
A498	82	99	114

The listing, from the start:
1. CN(C)CCCN1c2ccccc2Sc2ccccc21
2. CN1CCC(COc2cnc(-c3cccc(Cn4nc(-c5cccc(C#N)c5)ccc4=O)c3)nc2)CC1
3. CC1(O)CC(c2nc(-c3ccc4ccc(-c5ccccc5)nc4c3)c3c(N)nccn23)C1 (centres undefined)
4. O=C(/C=C/c1ccc(Cl)nc1)c1ccc(Cl)c(Cl)c1
5. O=C1NCC2(CCN(CCc3ccccc3)CC2)O1

screen / no.	1	2	3	4	5
CAKI-1	98&88	79	10	79	87
ACHN	72&82	74	32	100	/
TK-10	108&97	102	43	92	101
SN12C	90&92	82	42	95	90
786-0	87&81	62	44	85	104
UO-31	71	78	6.6*	87	80
RXF 393	76	88	2.7*	107	117
A498	102&113	95	-3.8*	84	99

6. CNC(=O)c1cccc2cc(Oc3ccnc4cc(OCC5(N)CC5)c(OC)cc34)ccc12
7. CC1=C(C(=O)O)N2C(=O)[C@@H](NC(=O)[C@H](N)c3ccc(O)cc3)[C@H]2SC1
8. Cn1cc(-c2nnc(-c3cn(C)c4ncccc34)s2)c2cc(Br)ccc21
9. CC(=O)NCCCCCC(=O)O
10. Cc1onc(-c2ccccc2Cl)c1C(=O)N[C@@H]1C(=O)N2[C@@H]1SC(C)(C)[C@@H]2C(=O)O

screen / no.	6	7	8	9	10
CAKI-1	38	97	92	96	97
ACHN	31	106	93	/	104
TK-10	64	/	141	118	/
SN12C	53	95	91	113	103
786-0	77	121	100	102	99
UO-31	38	92	81	87	80
RXF 393	40	112	113	95	115
A498	57	145	82	99	114

11. Cc1nnc(NS(=O)(=O)c2ccc(N)cc2)s1
12. CCOC(=O)c1cccc(N)c1
13. [2H]c1nc(Nc2ncc(F)c(-c3cc(F)c4nc(C)n(C(C)C)c4c3)n2)c([2H])c([2H])c1CN1CCN(CC)CC1
14. Nc1nnc(-c2c[nH]c3ccc(F)cc23)c(-c2c[nH]c3ccc(F)cc23)n1
15. CCCCCCCCO

screen / no.	11	12	13	14	15
CAKI-1	96	105	/	85	103
ACHN	97	106	/	91	105
TK-10	112	120	35	137	110
SN12C	103	103	48	87	98
786-0	103	94	53	92	102
UO-31	102	78	23	69	111
RXF 393	112	101	-8.0*	100	106
A498	111	83	44	/	108

16. O=C(CSc1nc(NC(=O)CN2CCN(c3cc4c(cc3F)c(=O)c(C(=O)O)cn4C3CC3)CC2)cc(=O)[nH]1)Nc1ccccc1
17. CN1CCN(c2ccc(C(=O)Nc3n[nH]c4ccc(Cc5cc(F)cc(F)c5)cc34)c(NC3CCOCC3)c2)CC1
18. COc1ccc(-c2cc(=O)c3c(O)cc(O[C@@H]4O[C@H](CO[C@H]5O[C@H](C)[C@@H](O)[C@H](O)[C@@H]5O)[C@@H](O)[C@H](O)[C@H]4O)cc3o2)cc1O
19. CNC(=O)c1cc(Oc2ccc(NC(=O)Nc3cc(C(C)(C)C)nn3-c3ccc4ncccc4c3)c(F)c2)ccn1
20. O=C(/C=C/c1ccc(Cl)nc1)c1cccs1

screen / no.	16	17	18	19	20
CAKI-1	92	-81*	84	-25*	75
ACHN	94	-7.7*	/	-21*	98
TK-10	107	-5.8*	139	-36*	97
SN12C	98	-6.2*	91	-10*	87
786-0	102	-95*	109	-17*	89
UO-31	78	-91*	91	-21*	83
RXF 393	100	-91*	/	-71*	106
A498	100	-55*	103	-71*	95

21. O=C(O)CN1C(=O)c2cccc3cccc(c23)C1=O
22. CC(=O)[C@H]1CC[C@H]2[C@@H]3C[C@H](C)C4=CC(=O)CC[C@]4(C)[C@H]3[C@@H](O)C[C@]12C
23. CC1(C)OC(=O)C(OCC2CC2)=C1c1ccc(S(C)(=O)=O)cc1
24. Cc1ccc2c(c1)C(=O)N(c1cccc(S(N)(=O)=O)c1)C2=O
25. CCCOc1ccccc1-c1nc2n[nH]nc2c(=O)[nH]1

screen / no.	21	22	23	24	25
CAKI-1	89	/	82	99	89
ACHN	101	101	94	109	/
TK-10	114	114	106	96	100
SN12C	95	90	94	101	93
786-0	92	116	95	99	95
UO-31	97	80	73	83	73
RXF 393	/	124	122	105	103
A498	86	/	112	91	90

26. COc1cc(OC)c2c(=O)[nH]c(-c3cc(C)c(OCCO)c(C)c3)nc2c1
27. CCCNCCC
28. CC(=O)O[C@]1(C(C)=O)CC[C@H]2[C@@H]3C=C(Cl)C4=CC(=O)[C@@H]5C[C@@H]5[C@]4(C)[C@H]3CC[C@@]21C
29. OC1(c2ccc(Cl)c(C(F)(F)F)c2)CCN(CCCC(c2ccc(F)cc2)c2ccc(F)cc2)CC1
30. NC(=O)CC(N)C(=O)O (centres undefined)

screen / no.	26	27	28	29	30
CAKI-1	77	108	85	-69*	104
ACHN	97	107	105	-87*	112
TK-10	96	86	96	-51*	115
SN12C	101	103	102	-91*	96
786-0	69	99	95	-98*	108
UO-31	55	83	102	-66*	93
RXF 393	100	105	106	/	118
A498	104	107	98	-92*	97

31. CC1CCC(C(C)C)C(OC(=O)c2ccccc2O)C1 (centres undefined)
32. COc1ccc(C2NC(=S)NC(C)=C2C(=O)Nc2ccc(S(N)(=O)=O)cc2)cc1OC (centres undefined)
33. O=C(c1ccc(F)c(F)c1Nc1ccc(I)cc1F)N1CC(O)([C@@H]2CCCCN2)C1
34. CCC(=O)O[C@]1(C(=O)SCF)[C@H](C)CC2C3CC(F)C4=CC(=O)C=C[C@]4(C)C3(F)[C@@H](O)C[C@@]21C (some centres undefined)

screen / no.	31	32	33	34
CAKI-1	100	100	22	85
ACHN	104	109	18	84
TK-10	124	108	12	103
SN12C	100	107	34	62
786-0	94	107	29	114
UO-31	95	90	-9.6*	76
RXF 393	/	100	-32*	107
A498	111	147	-71*	105
